Compound activity deposited in PubChem by several laboratories.
CHRM4 agonist = human M4 muscarinic receptor agonists, primary screen, CHO-K1 cells, Fluo-8 calcium fluorescence | 360,000 tested, 0.14% active | AID 624127, 2012 | CHO-K1 hM4/Gqi5; vehicle 0%, full acetylcholine response 100% | Muscarinic acetylcholine receptor M4 (Homo sapiens), P08173 | activation, % at 3 µM;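 active = activation above the run mean over all test wells plus 3 SD, cut at about 32% in these data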;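 note: peak over basal fluorescence ratio per well then scaled between controls; 0% = DMSO wells and 100% = acetylcholine at EC100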
Target sequence (P08173 whole entry, looked up): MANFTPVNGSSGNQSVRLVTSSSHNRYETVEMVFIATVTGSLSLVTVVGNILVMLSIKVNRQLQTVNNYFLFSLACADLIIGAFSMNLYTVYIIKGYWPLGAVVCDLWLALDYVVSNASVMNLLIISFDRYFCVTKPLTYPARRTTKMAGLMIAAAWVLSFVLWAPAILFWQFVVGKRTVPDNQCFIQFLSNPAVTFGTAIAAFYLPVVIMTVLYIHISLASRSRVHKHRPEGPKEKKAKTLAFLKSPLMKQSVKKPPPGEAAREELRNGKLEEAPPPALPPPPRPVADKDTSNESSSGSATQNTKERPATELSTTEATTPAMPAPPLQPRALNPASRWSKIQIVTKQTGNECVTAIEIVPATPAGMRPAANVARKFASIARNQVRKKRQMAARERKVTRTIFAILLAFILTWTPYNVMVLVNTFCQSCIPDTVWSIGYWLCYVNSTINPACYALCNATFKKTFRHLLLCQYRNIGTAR
CHRM5 agonist = human M5 muscarinic receptor agonists, primary screen, CHO-K1 cells, Fluo-8 calcium fluorescence; AID 624037, 2012; CHO-K1 hM5 cells; 0% DMSO wells, 100% maximal acetylcholine response; 360,000 tested, 0.19% active; Muscarinic acetylcholine receptor M5 (Homo sapiens), P08912; activation, % at 3 µM;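 active = activation above the run's mean over test compounds plus 3 SD, cut at about 23% in these data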;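 note: signal is peak over basal fluorescence ratio across the kinetic read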
M5 PAM = human M5 muscarinic receptor positive allosteric modulators, primary screen, CHO-K1 cells, Fluo-8 calcium fluorescence. Muscarinic acetylcholine receptor M5 (Homo sapiens), P08912. 360,000 tested, 0.3% active. AID 624038, 2012. CHO-K1 hM5, ACh EC20 PAM; 0% = ACh EC20, 100% = ACh EC100. activation, % at 3 µM;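 active = activation above the run cutoff, the mean activation of all test compounds plus 3 SD, cut at about 18% in these data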
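System: CHO-K1 hM5 cells. Reagent: acetylcholine, EC20 level. Compound dosing: single dose, 3 µM nominal final test concentration. Timing: Post-acetylcholine fluorescence recording 140 s. Detection: Fluo-8 calcium fluorescence. Read-out: % activation, ACh-normalized. Benchmarks: ACh EC20 and EC100 wells. Repeats: singlicate, one well per test compound.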
M1 PAM = human M1 muscarinic receptor positive allosteric modulators, primary screen, CHO-K1 cells, Fluo-8 calcium fluorescence, 1536-well | CHO-K1 hM1, ACh EC20; 0% = ACh EC20, 100% = maximal ACh | activation, % at 3 µM | 360,000 tested, 0.088% active | AID 588819, 2011; in the data active = activation above about 19%, passing the limit was not always enough
Target sequence (P11229 whole entry, looked up): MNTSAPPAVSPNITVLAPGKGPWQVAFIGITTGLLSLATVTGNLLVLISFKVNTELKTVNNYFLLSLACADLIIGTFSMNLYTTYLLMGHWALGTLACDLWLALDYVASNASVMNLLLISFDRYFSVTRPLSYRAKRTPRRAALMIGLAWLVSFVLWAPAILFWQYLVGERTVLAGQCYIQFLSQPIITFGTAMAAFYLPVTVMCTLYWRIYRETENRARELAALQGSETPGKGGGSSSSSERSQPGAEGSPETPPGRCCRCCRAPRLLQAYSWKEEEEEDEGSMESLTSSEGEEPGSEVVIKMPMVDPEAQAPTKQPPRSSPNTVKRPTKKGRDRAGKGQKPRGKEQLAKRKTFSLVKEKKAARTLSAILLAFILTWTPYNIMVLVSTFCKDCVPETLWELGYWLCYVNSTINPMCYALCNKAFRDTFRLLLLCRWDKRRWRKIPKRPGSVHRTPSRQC
M4 antag = human M4 muscarinic receptor antagonists, primary screen, CHO cells, Fluo-8 calcium fluorescence; Muscarinic acetylcholine receptor M4 (Homo sapiens), P08173; CHO-hM4 cells, ACh EC80; inhibition, % at 3 µM; 360,000 tested, 0.73% active; AID 624125, 2012;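 active = inhibition above its plate's cutoff, the mean inhibition of sample wells plus 3 SD, cut at about 27% in these data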;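 note: 0% = acetylcholine EC80 with DMSO and 100% = DMSO without agonist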
CRFR2-BP antag = antagonists of CRF-BP/CRF-R2 complex, primary screen, cell-based, HEK293, calcium dye fluorescence, uHTS; inhibition, % at 11.8 µM; 350,000 tested, 0.59% active; CRF-induced calcium fluorescence; AID 588475, 2011;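 active = inhibition of the ligand-induced calcium signal above about 50% at the single tested concentration, limit read from the data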
M4 PAM = human M4 muscarinic receptor positive allosteric modulators, primary screen, CHO-K1 cells, Fluo-8 calcium fluorescence; Muscarinic acetylcholine receptor M4 (Homo sapiens), P08173; CHO-K1 hM4/Gqi5, ACh EC20; 0% = ACh EC20, 100% = maximal ACh; activation, % at 3 µM; 360,000 tested, 0.4% active; AID 624126, 2012;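 active = activation above its plate's cutoff, the mean activation of sample wells plus 3 SD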; note: some results filed as inactive read as strong as hits
CRFBP-R2 agonist = agonists of CRF-BP/CRF-R2 complex, primary screen, cell-based, HEK293, calcium dye fluorescence, uHTS; CRF-binding protein / CRF receptor 2 complex (human); AID 588473, 2011; 350,000 tested, 0.46% active; calcium dye fluorescence (FLIPR); percent of saturating CRF peptide response; activation, % at 13.2 µM;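 active = activation of at least 50%, plus an integration ratio under a set limit after plate pattern correction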;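 note: plate controls were neutral control wells without compound for no effect and CRF at EC100 for full effect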
M5 antag = human M5 muscarinic receptor antagonists, primary screen, CHO cells, Fluo-8 calcium fluorescence. CHO-hM5 cells, ACh EC80. Muscarinic acetylcholine receptor M5 (Homo sapiens), P08912. AID 624040, 2012. inhibition, % at 3 µM. 360,000 tested, 0.59% active;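 active = inhibition above a per-plate cutoff, the mean of that plate's test compounds plus 3 SD, cut at about 27% in these data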;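 note: 0% = acetylcholine EC80 with DMSO and 100% = DMSO without agonist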
* marks the source's active call; other numbers are inactive results; / = no result given.

SMILES	CHRM4 agonist	CHRM5 agonist	M5 PAM	M1 PAM	M4 antag	CRFR2-BP antag	M4 PAM	CRFBP-R2 agonist	M5 antag
COc1cc(S(=O)(=O)Nc2ccc3cn[nH]c3c2)ccc1Cl	3	4	1	-3	4	-39	-6	-1.9	8
CC(C)c1cc(NCc2ccccn2)n2c(nc3ccccc32)c1C#N	3	-2	6	0	-1	4	7	-1.9	8
CC(C)CCSc1nc2ccccc2[nH]1	0	-5	-2	4	0	5	-11	-2.3	-3
CCNC(=O)C1(C)CCCN(C(=O)c2cccnc2Oc2ccccc2)C1 (configuration not stated)	0	-2	0	11	-6	/	5	/	4
COc1ccc(C2=NOC(C(=O)Nc3ccc4c(c3)OCCO4)C2)c(OC)c1 (configuration not stated)	3	0	-1	7	0	9	-2	-3.1	1
CCn1c(/C=C/c2ccccc2[N+](=O)[O-])nc2ccccc2c1=O	6	5	-6	4	-10	0	2	-7.5	-3
O=C(Nc1cnn(Cc2ccccc2)c1)c1nc2ncccn2n1	1	3	6	8	8	-2	-5	-0.5	0
O=C(NC1CCCCC1)c1cccc(S(=O)(=O)N2CCCCC2)c1	1	-4	15	10	-20	-27	-3	1.8	-5
Cc1ccc(-c2nnn(CC(=O)N(Cc3cccs3)C(C(=O)NC3CCCC3)c3ccncc3)n2)cc1 (configuration not stated)	1	-7	-3	11	1	3	0	-1.4	-5
CC1(C)CC(NS(=O)(=O)OCC(Cl)(Cl)Cl)c2cc(C#N)ccc2O1 (configuration not stated)	1	-1	6	4	-8	4	2	2.0	3
CC1CCCC(C)N1NC(=O)Cc1ccccc1 (configuration not stated)	1	-1	4	8	-6	-4	4	0.9	-7
COc1ccccc1NS(=O)(=O)c1cccc(C(=O)N/N=C/c2c(C)nn(-c3ccccc3)c2N2CCCC2)c1	4	-2	-6	-5	-5	-7	0	5.7	7
CCC1CCCCN1C(=O)CSc1nc(C)cc(C)n1 (configuration not stated)	1	1	10	7	-10	7	10	-0.9	-9
CCOC(=O)C(NCCc1ccccc1)(NC(=O)CC)C(F)(F)F (configuration not stated)	1	0	11	2	-3	-5	19	-0.7	-6
CC(C)C(=O)Nc1nnc(SCC(=O)NC2CC2)s1	1	2	0	10	-3	-9	5	-2.7	1
CC(=O)Nc1ccc(NC(=O)C2CC(=O)N(c3ccc(Cl)cc3)C2)cc1 (configuration not stated)	0	-4	-5	3	-4	-10	-2	-0.7	6
Cc1cc(C(=O)COc2ccccc2C(N)=O)c(C)n1CC1CCCO1 (configuration not stated)	14	12	-27	-10	7	4	-14	2.1	27
O=C(CN1C(=O)COc2ccc(Cl)cc21)N1CCCCC1	1	-5	-2	8	-3	14	0	2.3	-3
COC(=O)C1=C(C)N(Cc2ccccc2)C(=NCCc2cccnc2)N[C@H]1c1ccc(Br)cc1	2	-9	-5	14	-3	-7	0	7.9	5
Cc1cc(C(=O)N2CCCC(C(=O)c3ccc4ccccc4c3)C2)nn1C (configuration not stated)	5	5	0	5	4	12	-7	-3.0	0
Cc1noc(C)c1C(=O)OCC(=O)NCc1ccc(Cl)cc1	1	-3	4	7	-3	5	5	-3.5	-3
Nc1nonc1C(=O)N/N=C/c1ccc(-c2cccc([N+](=O)[O-])c2)o1	2	-5	-4	1	2	18	-1	-2.5	6
COCCN1Cc2cccc(C(=O)Nc3c(C)cccc3C)c2C1=O	1	-3	3	7	2	6	3	-0.5	-2
O=C(c1ccccc1)c1ccc2c(c1)OCCOCCOCCO2	1	-4	3	16	-3	6	2	0.1	2
CC(C)Cn1c(SCC(=O)Nc2cccc(S(N)(=O)=O)c2)nc2ccccc2c1=O	3	0	7	-2	-12	-13	3	-6.5	4
N#Cc1nc(COc2cccc(Cl)c2)oc1N1CCN(c2ccccc2)CC1	0	-3	-3	-3	-11	2	6	-3.1	7
COc1ccc(C2CC(c3ccc(Br)cc3)=NN2C(=O)c2cccnc2)cc1 (configuration not stated)	-2	-1	-7	8	-12	-7	-3	-0.9	6
Cc1cccc(N2CCN(C(=O)CCS(=O)(=O)c3ccc4c(c3)NC(=O)CO4)CC2)c1C	19	1	-12	-15	11	3	-10	-0.1	17
Cc1cc(C)cc(C(O)c2ncc(-c3ccccc3)[nH]2)c1 (configuration not stated)	2	2	1	5	-11	/	5	/	-10
Cc1ccc2nc(C)cc(N/N=C/c3cccc(O)c3)c2c1	0	-5	-9	-5	-5	7	-2	-0.6	12
COc1cccc(-c2cc(NC(C)=O)c3ncc(-c4ccc(OC)c(OC)c4)n3c2)c1	4	2	-1	-1	-10	/	3	/	6
O=C1N(c2ccccc2)C[C@@H]2C[C@@H](c3cccs3)N3CCC[C@@]123	0	-18	-8	-26	20	14	-36	-1.2	7
O=C(N1CCCCC1)C12CC3CC(CC(C3)C1)C2	-1	-2	-2	7	-12	1	6	0.9	3
Cc1ccc(C(=O)/C=C/c2ccc3c(c2)OCO3)o1	4	2	-3	11	-11	-5	1	0.9	-5
COc1ccc(CC2(C)OC(c3ccc(C)c([N+](=O)[O-])c3)=NN2C(C)=O)cc1 (configuration not stated)	0	-8	3	-1	-11	10	-1	-2.4	0
CC(CN1CCCCC1)C(=O)NN (configuration not stated)	1	-4	0	3	-1	-5	5	-3.7	9
O=C(NCC1CCN(Cc2ccc(F)cc2)CC1)C1CCCN(c2ncnc3c2nc2n3CCCCC2)C1 (configuration not stated)	0	-9	-2	-22	36*	4	-11	-1.1	1
CN(CC(=O)Nc1ccccc1C(F)(F)F)C(=O)c1cc(Cl)nc2ccccc12	4	3	-2	4	-6	-8	2	-0.8	2
COC(=O)c1cn(CC(=O)NC2CCCCCC2)c2ccccc12	0	1	-7	-7	5	10	-5	-1.4	0
Cc1ccc2nc(NC(=O)C3CCN(S(=O)(=O)c4cccnc4)CC3)sc2c1	11	6	-4	4	-1	-6	0	0.5	2
O=S(=O)(CCNC1CC1)NC1CCCCC1	1	1	2	5	-15	7	3	0.0	-5
COC(=O)c1ccccc1N1C(=O)C2C(C1=O)C1C=CC2C12CC2 (configuration not stated)	2	2	-2	11	1	14	13	0.1	3
COc1cccc(C(C)(O)c2nc(-c3cccc(F)c3)cs2)c1 (configuration not stated)	7	2	-2	-4	8	/	-3	/	4
COc1ccc(Cn2nnnc2C(c2ccccc2OC)N2CCC(C(N)=O)CC2)cc1 (configuration not stated)	1	0	5	5	-6	-6	1	0.5	3
COc1cc2c(cc1OC)C(C(=O)NCCN1CCOCC1)C1c3ccccc3CCN1C2=O (configuration not stated)	0	-1	4	7	3	-1	0	0.8	-4
CCc1ccccc1N1C(=O)C2C3C=CC(CC3)C2C1=O (configuration not stated)	1	0	-2	3	3	8	1	-1.5	7
Cc1cc(C)c(S(=O)(=O)N2CCCOC2CNC(=O)C(=O)NCCc2c[nH]c3ccccc23)c(C)c1 (configuration not stated)	24	7	-17	-16	10	-17	-15	2.8	20
Cc1ccc(NC(=O)COC(=O)Cn2c(C)csc2=O)c([N+](=O)[O-])c1	4	-2	9	8	-16	-8	9	0.2	-6
COc1cc(C(=O)COC(=O)c2cc([N+](=O)[O-])ccc2N2CCOCC2)ccc1OC(F)F	2	-6	-9	3	28*	2	-4	-0.3	7
CC(=O)Nc1ccc(/C=C(\C#N)S(=O)(=O)c2ccc(C)cc2)cc1	0	-2	5	-1	8	1	-8	1.7	3
CN(Cc1ccc(C(C)(C)C)cc1)C(=O)C1CCN(C(=O)Nc2ccccc2)CC1	10	0	-2	2	-7	-11	-5	-0.2	-9
COc1ccc(C(=O)Nc2ccccc2C(=O)N2CCOCC2)cc1Br	3	-3	0	-1	1	-1	-4	0.0	4
CCOc1cc(/C=N/NC(=O)CNc2ccc(C)cc2)ccc1OC(=O)c1ccccc1	1	3	-4	4	7	-36	4	0.6	0
CCN(c1ccccc1)S(=O)(=O)c1ccc(Cl)c(NC(=O)CSc2nncs2)c1	5	1	-14	2	-8	11	-6	-0.3	7
COc1ccccc1N1CCN(C(=O)C2CCCN(S(=O)(=O)c3ccc4c(c3)oc(=O)n4C)C2)CC1 (configuration not stated)	25	4	-18	-24	20	-5	-15	-0.4	27
O=C(CN1CCCC1)Nc1cc(C(F)(F)F)cc(C(F)(F)F)c1	13	2	-20	-8	8	-23	-21	-0.8	10
Cc1ccc(OCC(=O)NCCN2CCOCC2)cc1C	0	-3	-7	-3	4	10	0	-0.5	6
Cc1cc(C(=O)Nc2cc(C)n(Cc3ccc(Cl)cc3)n2)no1	3	2	-3	5	-2	6	5	-2.5	4
Cc1cc(NC(=O)CSc2ccc(-c3ccc(Br)cc3)nn2)no1	-1	-5	0	3	0	19	0	-1.1	-5
Nc1cccc(N2C(=O)c3cccc4c(N)ccc(c34)C2=O)c1	39*	21	-11	-14	4	-120	-12	162*	8

Random excerpt: 4 entries already listed, in no set order.
SMILES	CHRM4 agonist	CHRM5 agonist	M5 PAM	M1 PAM	M4 antag	CRFR2-BP antag	M4 PAM	CRFBP-R2 agonist	M5 antag
O=C(CN1CCCC1)Nc1cc(C(F)(F)F)cc(C(F)(F)F)c1	13	2	-20	-8	8	-23	-21	-0.8	10
CC(=O)Nc1ccc(/C=C(\C#N)S(=O)(=O)c2ccc(C)cc2)cc1	0	-2	5	-1	8	1	-8	1.7	3
COc1ccc(C(=O)Nc2ccccc2C(=O)N2CCOCC2)cc1Br	3	-3	0	-1	1	-1	-4	0.0	4
CN(Cc1ccc(C(C)(C)C)cc1)C(=O)C1CCN(C(=O)Nc2ccccc2)CC1	10	0	-2	2	-7	-11	-5	-0.2	-9

(cont.)
SMILES	CHRM4 agonist	CHRM5 agonist	M5 PAM	M1 PAM	M4 antag	CRFR2-BP antag	M4 PAM	CRFBP-R2 agonist	M5 antag
CN1C(=O)C(=O)N(CC(=O)Nc2ccccc2OC(F)F)C1=O	0	1	4	2	5	5	-1	-0.8	-3
O=C(Cn1c2[n+](c3ccc(C(F)(F)F)cc31)CCCCC2)c1ccc2c(c1)OCCO2	1	-4	14	5	-11	0	12	0.2	-5
CCOC(=O)C1CCCN(C(=O)C2CCN(S(=O)(=O)c3c(C)noc3/C=C/c3ccccc3F)CC2)C1 (configuration not stated)	6	-4	-5	1	-28	-1	-1	3.2	-16
O=C1N=c2ccccc2=C1c1[nH]c(=S)[nH]c1O	0	0	0	6	0	11	-4	0.3	-1
COCCN(C(=O)COC(=O)CSc1ccc2ccccc2c1)c1c(N)n(Cc2ccccc2)c(=O)[nH]c1=O	-1	-8	1	9	-14	3	9	-0.9	4
O=C1NN(c2ccccc2)C(=O)/C1=C\c1ccc(-c2cc([N+](=O)[O-])ccc2O)o1	7	1	-8	0	-4	-88	0	-0.2	-1
